From PubChem
Growth percent in the NCI-60 one-dose screen (48 h, 10 µM unless noted): 100 = growth as untreated, 0 = no growth, -100 = all killed.
A498 = A498 renal cancer cells | actives 5.4% (n = 76,000)
ACHN = ACHN renal cancer | AID 1794771 | actives 4.9% (n = 81,000)
CAKI-1 = CAKI-1 renal cancer | actives 4.7% (n = 75,000)
RXF 393 = RXF 393 renal cancer cells; actives 6.9% (n = 77,000)
OVCAR-4 = OVCAR-4 ovarian cancer cells | actives 3.7% (n = 80,000) | AID 1794784
OVCAR-3 = OVCAR-3 ovarian cancer | actives 7% (n = 79,000) | AID 1794787
OVCAR-8 = OVCAR-8 ovarian cancer | actives 4.4% (n = 81,000)
OVCAR-5 = OVCAR-5 ovarian cancer; actives 2.9% (n = 82,000)
Starred values were filed as active, the others as inactive; / = not tested or not shown; & = joins results of further samples. Rule for the calls: active = growth percent below 10; inactive = the rest. The list is partial; the hit share may differ from the screen's.

A first look (2 entries):
Letter code – A = A498; B = ACHN; C = CAKI-1; D = RXF 393; E = OVCAR-4; F = OVCAR-3; G = OVCAR-8; H = OVCAR-5
smiles: CC1=C2CCC3C(CCC4(C)C(O)CCC34)C2CCC1=O (stereo unspecified)
  A: 94; B: 99; C: 87; D: 102; E: /; F: 104; G: 93; H: 90

smiles: O=C1NC(=O)C(=Cc2cccn2CCCn2c3ccccc3c(=O)c3ccccc32)C(=O)N1
  A: 99; B: 102; C: 97; D: 96; E: 104; F: 112; G: 101; H: 100

All compounds of this part, from the start:
Letter code – A = A498; B = ACHN; C = CAKI-1; D = RXF 393; E = OVCAR-4; F = OVCAR-3; G = OVCAR-8; H = OVCAR-5
smiles: CC1=C2CCC3C(CCC4(C)C(O)CCC34)C2CCC1=O (stereo unspecified)
  A: 94; B: 99; C: 87; D: 102; E: /; F: 104; G: 93; H: 90

smiles: O=C1NC(=O)C(=Cc2cccn2CCCn2c3ccccc3c(=O)c3ccccc32)C(=O)N1
  A: 99; B: 102; C: 97; D: 96; E: 104; F: 112; G: 101; H: 100

smiles: ClC(Cl)(Cl)c1ccccc1
  A: 116; B: 108; C: 106; D: 102; E: 122; F: 113; G: 98; H: 115

smiles: S=C(Cl)Oc1ccccc1
  A: 112; B: 106; C: 97; D: 117; E: 101; F: 116; G: 104; H: 104

smiles: COC(=O)CCN1CC1(C)C (stereo unspecified)
  A: 99; B: 103; C: 98; D: 112; E: 107; F: 97; G: 101; H: 101

smiles: COc1ccccc1NC1=N[C@]23CC(=O)CC[C@]2(C)[C@H]2CC[C@]4(C)C(=O)CC[C@H]4[C@@H]2C[C@@H]3S1
  A: 126; B: 102; C: 98; D: 132; E: 96; F: 99; G: 105; H: 91

smiles: C[C@H](N)[C@H](O)c1ccccc1
  A: 119&108; B: 103&97; C: 119&90; D: 104&128; E: 103&119; F: 115; G: 99&104; H: 86

smiles: C[S+]1C=Cc2ccccc2C1c1ccc(Cl)cc1 (stereo unspecified)
  A: 96; B: 99; C: 73; D: 75; E: 67; F: 90; G: 95; H: 118

smiles: CCc1cc2c(cc1O)C(C)(C)CCC2(C)C
  A: 101; B: 102; C: 100; D: 118; E: 105; F: 110; G: 107; H: 93

smiles: CC12CCC(O)CC1=CCC1C2CCC2(C)C(O)CCC12 (stereo unspecified)
  A: 81; B: 107; C: 93; D: 101; E: 110; F: 104; G: 112; H: 97

smiles: O=[N+]([O-])c1cc(I)cc([N+](=O)[O-])c1
  A: 111; B: 121; C: /; D: 111; E: 79; F: 107; G: 108; H: 119

smiles: CCCCCCCC(=O)OCC/C=C/C1OC1C1OC(=O)/C=C\C=C\c2nc(oc2C)/C=C(/C)CCC2OC2C1OC(=O)NC(C)=O (stereo unspecified)
  A: -82*; B: -17*; C: -6.9*; D: -58*; E: 8.1*; F: 5.7*; G: -79*; H: -22*

smiles: C1CN1CN1CC1
  A: 103; B: 98; C: 105; D: 124; E: 103; F: 104; G: 106; H: 102

smiles: CCc1ccccc1OP(=O)(Oc1ccccc1CC)Oc1ccccc1CC
  A: 84; B: 91; C: 73; D: 98; E: 89; F: 104; G: 107; H: 88

smiles: CC(Cl)(Cl)C(=O)O
  A: 104; B: 104; C: 95; D: /; E: 99; F: 102; G: 114; H: 97

Brought forward from above: two entries, then new ones.
Letter code – A = A498; B = ACHN; C = CAKI-1; D = RXF 393; E = OVCAR-4; F = OVCAR-3; G = OVCAR-8; H = OVCAR-5
smiles: CCc1ccccc1OP(=O)(Oc1ccccc1CC)Oc1ccccc1CC
  A: 84; B: 91; C: 73; D: 98; E: 89; F: 104; G: 107; H: 88

smiles: CC(Cl)(Cl)C(=O)O
  A: 104; B: 104; C: 95; D: /; E: 99; F: 102; G: 114; H: 97

smiles: CC(Cc1ccccc1)NC(N)=O (stereo unspecified)
  A: 87; B: 111&92; C: 92&90; D: 97&112; E: 94&96; F: 110&100; G: 111&113; H: 106&86

smiles: CC1C2Cc3ccc(O)cc3C1(C)CCN2CC1CC1 (stereo unspecified)
  A: 123; B: 100; C: 108; D: 109; E: 107; F: 110; G: 103; H: 95

smiles: CC(C)CCC[C@@H](C)C1CCC2C3CCC4=C/C(=N/OC(=O)CCCc5ccc(N(CCCl)CCCl)cc5)CC[C@]4(C)C3CC[C@@]21C (stereo partly specified)
  A: 99; B: 104; C: 95; D: 122; E: 106; F: 111; G: 111; H: 91

smiles: CC(=O)Oc1ccc(/C=C/c2cc(OC(C)=O)cc(OC(C)=O)c2)cc1
  A: 87; B: /; C: /; D: 96; E: 77; F: 90; G: 67; H: 97

smiles: C[N+]1([O-])C2CCC1CC(OC(=O)C(O)c1ccccc1)C2 (stereo unspecified)
  A: 102; B: 90; C: 97; D: 105; E: 99; F: 110; G: 92; H: 86

smiles: CC1=CC(O)C(O)C2(C)C1CC1OC(=O)CC3C(C)C(O)C(=O)C2C13CO (stereo unspecified)
  A: 97; B: 90; C: 91; D: 91; E: 103; F: 133; G: 101; H: 98

smiles: COc1cc(C(=O)Cl)cc(OC)c1OC
  A: 102; B: 109; C: 100; D: 106; E: 113; F: 100; G: 103; H: 109

smiles: CNC(C)C(O)c1ccccc1 (stereo unspecified)
  A: 99&96; B: 92&85; C: 98&98; D: 101&107; E: 101&103; F: 103&124; G: 93&107; H: 93

smiles: O=[N+]([O-])c1cc(C(F)(F)F)cc([N+](=O)[O-])c1Cl
  A: 107; B: 108; C: /; D: 111; E: 109; F: 125; G: 103; H: 125

smiles: CC(C)(C)NC(=O)OCCN1CC1
  A: 81; B: 102; C: 95; D: 97; E: 106; F: 100; G: 96; H: 115

smiles: Nc1nnnc2nc[nH]c12
  A: 13; B: 2.2*; C: -11*; D: 12; E: 27; F: 28; G: 12; H: -3.3*

smiles: CC(COC(=O)NCc1ccc(Cl)cc1)OC(N)=O (stereo unspecified)
  A: 87; B: 110; C: 99; D: /; E: 112; F: 103; G: 92; H: 102

smiles: Oc1c(Br)c(Br)c(Br)c(Br)c1Br
  A: 113; B: 100; C: 98; D: 127; E: 89; F: 95; G: 104; H: 101

smiles: C[C@]12CCC(=O)CC1CC[C@@H]1C2CC[C@@]2(C)C1CC[C@@H]2OC(=O)CC[Se][Se]CCC(=O)O[C@H]1CCC2[C@@H]3CCC4CC(=O)CC[C@]4(C)C3CC[C@@]21C (stereo partly specified)
  A: 85; B: 100; C: 85; D: 82; E: 83; F: 109; G: 94; H: 102

smiles: CC1(C)C(C(=O)c2cn(CCO)c3ccccc23)C1(C)C
  A: 107; B: 109; C: /; D: 109; E: 113; F: 107; G: 99; H: 107

Taken from the results shown, 2 compounds:
Letter code – A = A498; B = ACHN; C = CAKI-1; D = RXF 393; E = OVCAR-4; F = OVCAR-3; G = OVCAR-8; H = OVCAR-5
smiles: CC(Cc1ccccc1)NC(N)=O (stereo unspecified)
  A: 87; B: 111&92; C: 92&90; D: 97&112; E: 94&96; F: 110&100; G: 111&113; H: 106&86

smiles: CC1C2Cc3ccc(O)cc3C1(C)CCN2CC1CC1 (stereo unspecified)
  A: 123; B: 100; C: 108; D: 109; E: 107; F: 110; G: 103; H: 95

The list continues.
Letter code – A = A498; B = ACHN; C = CAKI-1; D = RXF 393; E = OVCAR-4; F = OVCAR-3; G = OVCAR-8; H = OVCAR-5
smiles: CNCCc1ccc(OC)c(OC)c1
  A: 99; B: 100; C: 101; D: 107; E: 125; F: 128; G: 104; H: 97

smiles: COc1ccc(C(=O)O)cc1OC
  A: 153; B: 102; C: 93; D: 153; E: 95; F: 109; G: 127; H: /

smiles: COC(=O)[C@@H](C)C[C@H](Cc1ccccc1)NC(=O)c1nc([C@@H](C[C@H](C(C)C)N(C)C(=O)[C@@H](NC(=O)[C@H]2CCCCN2C)C(C)C)OC(C)=O)sc1C
  A: -19*; B: 25; C: /; D: 44; E: 51; F: -38*; G: 15; H: 41

smiles: Cc1cc(C)nc(C)c1.[Cl][Hg][Cl]
  A: 120; B: 101; C: 96; D: 124; E: 103; F: 108; G: 100; H: 114

smiles: CN(C)NP(=O)(NN(C)C)NN(C)C
  A: 109; B: 100; C: 107; D: 115; E: 122; F: 104; G: 101; H: 92

smiles: NC(CO)Cc1ccccc1 (stereo unspecified)
  A: 82; B: 105; C: 97; D: 103; E: 105; F: 107; G: 106; H: 95

smiles: CC(=O)Nc1ccc(-c2ccccc2)cc1
  A: /; B: 115; C: 105; D: 108; E: 109; F: 106; G: 103; H: 118

smiles: CCC(Br)(CC)C(N)=O
  A: 78; B: 114; C: 102; D: 107; E: 105; F: 108; G: 108; H: 104

smiles: COC(=O)c1ccc(NC(=O)Oc2ccc(N(CCCl)CCCl)cc2)cc1
  A: 62; B: 18; C: 19; D: 65; E: 84; F: 73; G: 54; H: 93

smiles: O=C(O)C(Cl)(Cl)CCl
  A: 95; B: 94; C: 96; D: 113; E: 107; F: 106; G: 98; H: 107

smiles: O=C1NC2(CCNCC2)Nc2ccccc21
  A: 95; B: 110; C: /; D: 111; E: 116; F: 108; G: 84; H: 115

smiles: c1ccc(Nc2nc(-c3ccc(-c4ccccc4)cc3)c[se]2)cc1
  A: 70; B: 79; C: 79; D: /; E: 68; F: 103; G: 74; H: 89

smiles: C=CCSSCC=C
  A: 100; B: 101; C: 94; D: 108; E: 97; F: 107; G: 109; H: 101

smiles: CN[C@]1(c2ccccc2Cl)CCCC[C@H]1NCCCc1ccccc1
  A: /; B: 104; C: 82; D: 89; E: 97; F: 105; G: 93; H: 100

smiles: COc1cc(C=C2C(=O)N(C)C(=O)N(C)C2=O)cc(OC)c1O
  A: 102; B: 103; C: /; D: 101; E: 109; F: 116; G: 105; H: 100

smiles: O=[N+]([O-])c1cc(Br)c(O)c(Br)c1
  A: 70; B: 118; C: 108; D: 90; E: 122; F: /; G: 99; H: 115

smiles: COc1cc(C#N)cc2nc(-c3ccc4c(c3)OCO4)oc12
  A: 113; B: 92; C: 93; D: 129; E: 89; F: 111; G: 105; H: 97

smiles: O=C(O)c1cc(C(=O)O)cc(S(=O)(=O)F)c1
  A: 118; B: 109; C: 105; D: /; E: /; F: 113; G: 119; H: 103

smiles: O=C1OCCC1Br (stereo unspecified)
  A: 101; B: 102; C: 95; D: 114; E: 107; F: 112; G: 96; H: 104

smiles: CC[C@]12C=CCN3CC[C@@]4(c5ccc(OC)cc5N(C)[C@H]4[C@@](O)(C(=O)OC)[C@@H]1O)[C@@H]32
  A: 104; B: 96; C: 98; D: 104; E: 96; F: 112; G: 103; H: 91

smiles: CCCCSP(=S)(SCCCC)SCCCC
  A: 104; B: 103; C: 96; D: 108; E: 104; F: 98; G: 104; H: 93

smiles: C/C(=N\N=C(N)N)c1ccccc1
  A: /; B: 109; C: /; D: 100; E: 98; F: 106; G: 101; H: 107

smiles: CCOC(=O)c1c(C)n(Cc2ccccc2)c2ccc3c(c12)NC(=O)C(CC(=O)O)O3 (stereo unspecified)
  A: 104; B: 99; C: 99; D: 98; E: 103; F: 108; G: 90; H: 84

smiles: CC(C)OC1CCCC(O)C1CC(=O)O (stereo unspecified)
  A: 109; B: 114; C: 93; D: 99; E: 103; F: 103; G: 99; H: 100

smiles: COP(=S)(N1CC1)N1CC1
  A: /; B: 103; C: 94; D: 114; E: 111; F: 113; G: 135; H: 96

smiles: CC(C)=CCc1c(O)c(C(=O)CC(C)C)c(O)c2c(-c3ccccc3)cc(=O)oc12
  A: 33; B: 59; C: 52; D: 74; E: 69; F: 34; G: 48; H: 85

smiles: CCCCN1CCCC[C@@H]1C(=O)N[C@H](C(=O)N(C)[C@H](CCc1nc(C(=O)N[C@@H](Cc2ccccc2)C[C@H](C)C(=O)OC)cs1)C(C)C)[C@@H](C)CC
  A: 33; B: 52; C: /; D: /; E: 57; F: 14; G: 81; H: 101

smiles: CC(C)[C@@H]1CC[C@@H](C)CC12OOCN(c1cccc(Cl)c1)COO2
  A: 85; B: 102; C: 99; D: 128; E: 103; F: 109; G: 101; H: 105

smiles: CN(C)C(C)(C)C(O)c1ccccc1 (stereo unspecified)
  A: 105; B: 104; C: 98; D: 100; E: 115; F: 109; G: 96; H: 92

smiles: c1ccc2c(c1)Nc1ccccc1S2
  A: 50; B: 90; C: 75; D: 93; E: 80; F: 72; G: 89; H: 92

smiles: C[C@]12CC[C@H]3[C@@H](CC=C4c5nc(N)sc5CC[C@@]43C)[C@@H]1CC[C@@H]2O
  A: 86; B: 106; C: 92; D: 99; E: 96; F: 100; G: 100; H: 107

smiles: CC[CH2][Sn]([Cl])([Cl])[CH2]CC
  A: 47; B: 76; C: 64; D: 51; E: 95; F: 105; G: 90; H: 95

smiles: COC(=O)c1cc(C(=O)OC)cc(N(CCCl)CCCl)c1
  A: 70; B: /; C: /; D: 99; E: 100; F: 105; G: 83; H: 106

smiles: CCOC(=O)C1C2c3ccccc3C(C1C(=O)OCC)[n+]1ccccc12 (stereo unspecified)
  A: 113; B: 94; C: 113; D: 108; E: 109; F: 111; G: 105; H: 106

smiles: Oc1c(Cl)cc(Cl)cc1Cl
  A: 79; B: 103; C: 102; D: 99; E: 108; F: 102; G: 105; H: 98

An excerpt from above, limited to ACHN, OVCAR-4 and OVCAR-3:
smiles,ACHN,OVCAR-4,OVCAR-3
CNCCc1ccc(OC)c(OC)c1,100,125,128
COc1ccc(C(=O)O)cc1OC,102,95,109
COC(=O)[C@@H](C)C[C@H](Cc1ccccc1)NC(=O)c1nc([C@@H](C[C@H](C(C)C)N(C)C(=O)[C@@H](NC(=O)[C@H]2CCCCN2C)C(C)C)OC(C)=O)sc1C,25,51,-38*
